T cell HTS: T cell immune modulation candidate | 2C CD8+ T cell-vesicle binding, flow cytometry; active compounds read low | calls only at 7 µM | 0.068% of 330,000 active | AID 2052;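 active = response, share of CD8 T cells binding vesicles, and their 90th percentile fluorescence all below set limits, cut at about 80% in these data, passing the limit was not always enough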
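incubation = binding step 1.5 h, 37 °C, antibody labelling 20 min, ice | test system = 2C mouse CD8+ T cells | read-out basis = percent CD8+ FL2 mean versus row control | controls = Peptide-free naked vesicles (low) and QL9 vesicles with 0.7% DMSO vehicle (high) | detection = flow cytometry of vesicle-bound cells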
NTR1 ag: agonists of NTR1, primary screen, imaging, U2OS cells, beta-arrestin-GFP, high content (AID 493036); P30989; NTR1-U2OS beta-arrestin-GFP spot imaging, agonist mode; activation, % at 20 µM; 0.17% of 330,000 active;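 active = activation at or above 40% of the spot to cytoplasm intensity ratio, with at least 20 cells analyzed; inconclusive = wells under 20 cells, flagged as cytotoxic or low count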;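 also: 0% = DMSO without peptide and 100% = 100 nM NTR1 peptide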
Target sequence (P30989 whole entry, looked up): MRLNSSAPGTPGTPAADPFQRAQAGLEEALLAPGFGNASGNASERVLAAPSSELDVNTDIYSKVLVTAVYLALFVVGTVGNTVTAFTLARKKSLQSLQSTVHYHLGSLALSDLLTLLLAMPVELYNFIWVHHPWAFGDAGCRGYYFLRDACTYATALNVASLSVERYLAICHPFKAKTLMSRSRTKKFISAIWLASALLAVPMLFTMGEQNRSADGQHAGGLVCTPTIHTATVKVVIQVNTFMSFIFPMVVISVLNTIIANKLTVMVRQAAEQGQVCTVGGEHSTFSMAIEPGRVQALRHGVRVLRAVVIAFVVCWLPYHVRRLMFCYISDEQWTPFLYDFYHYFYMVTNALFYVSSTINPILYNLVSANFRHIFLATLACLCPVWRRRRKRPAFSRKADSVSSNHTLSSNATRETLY
Lipid droplet: modulators of hepatic lipid droplet formation. AML12 mouse hepatocytes, oleate lipid droplets, BODIPY imaging. inhibition, % at 6.5 µM. 0.4% of 240,000 active. AID 1656;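 active = lipid droplet intensity inhibited by at least 50%, with more than 500 cells counted; inconclusive = wells with under 300 cells, treated as cytotoxic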
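Assay system: AML12 hepatocytes (mouse) / Also added: 100 µM oleic acid challenge / Times: overnight treatment with compound plus oleate / Detection: high-content imaging of BODIPY-stained droplets and DAPI nuclei / Evaluation: % inhibition of lipid droplet signal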
GPR55 beta-arrestin: GPR55 agonists via beta-arrestin recruitment, primary screen, imaging, U2OS cells, beta-arrestin-GFP redistribution (AID 1961). U2OS GPR55 beta-arrestin-GFP redistribution imaging; higher % means a stronger effect. one-dose activation, % at 10 µM; EC50 in µM for titrated hits. 0.048% of 290,000 active;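 active = activation above 40% with more than 50 cells counted in the well; inconclusive = wells holding fewer than 50 cells, flagged as toxic or sparse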;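 also: U2OS osteosarcoma cells stably expressing GPR55 and beta-arrestin-GFP; plate controls were DMSO negative control for no effect and LPI positive control for full effect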
GPR55 LPI antagonism: GPR55 antagonists blocking LPI-driven arrestin recruitment, primary screen, imaging, U2OS, beta-arrestin-GFP, LPI agonist (AID 2013). 0.13% of 290,000 active. U2OS GPR55 beta-arrestin-GFP translocation imaging, LPI antagonism; higher % means a stronger effect. inhibition, % at 10 µM, or IC50 in µM where a hit was titrated;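 active = spots per cell inhibited over 60%, with over 100 cells counted and total cytoplasm intensity under 500,000; inconclusive = wells with under 100 cells, flagged as likely toxic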;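 also: U2OS cells stably carrying GPR55 and arrestin-GFP stimulated by 5 µM LPI near EC80; imaged beta-arrestin-GFP aggregate spots per cell after agonist stimulation; plate controls were LPI-stimulated DMSO wells for no effect and DMSO wells without LPI for full effect; some results filed as inactive read as strong as hits; confirmed hits need IC50 under 10 µM and bright autofluorescent wells are also inconclusive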
SV40 large T antigen: TAg ATPase/helicase activity blockers – biochemical (AID 1903); one-dose inhibition, % at 20 µM; IC50 in µM for titrated hits; 0.39% of 310,000 active; SV40 large T antigen ATPase/helicase inhibition assay; higher % means a stronger effect; in the data active = a potency from the dose series; inconclusive = inhibition mostly from about 32% at the one dose, without a potency; inactive = the rest, 99 in 100 with inhibition below about 32%; also: strong numbers were not always called active
LYP phosphatase: PTPN22 lymphoid phosphatase activity blockers – biochemical, fluorescence intensity, uHTS (AID 1779); recombinant LYP phosphatase, fluorescence intensity; higher % means a stronger effect; inhibition, % at 11.5 µM; hits with a dose series show IC50 in µM; 0.054% of 290,000 active; in the data active = inhibition above about 50%;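 also: plate controls were vehicle with enzyme for no effect and no enzyme for full effect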
GPR35 arrestin U2OS: GPR35 antagonists blocking zaprinast-driven arrestin recruitment, primary screen, imaging, U2OS, beta-arrestin-GFP, zaprinast agonist (AID 2058); U2OS GPR35 beta-arrestin-GFP translocation imaging, zaprinast antagonism; higher % means a stronger effect; inhibition, % at 10 µM; hits with a dose series show IC50 in µM; 0.052% of 290,000 active;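 active = inhibition of at least 50% with at least 30 cells and total cytoplasm GFP at most 10,000,000; inconclusive = under 30 cells or total GFP of 10,000,000 plus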
MgcRacGAP inhibition: MgcRacGAP GTPase-activating activity inhibitors, confirmation, biochemical, ADP Hunter fluorescence | MgcRacGAP-stimulated Rac1 GTP hydrolysis, ADP Hunter fluorescence; higher % means a stronger effect; GST-tagged Rac1 F28L mutant substrate | inhibition, % at 30 µM; hits with a dose series show IC50 in µM | 0.6% of 340,000 active | AID 624330;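 active = first-screen hits whose inhibition reached a set limit at any dose in the follow-up dose series; inconclusive = inhibition above the set first-screen limit but never retested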;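 also: fluorescence reports GDP produced by GAP-driven GTP hydrolysis; strong numbers were not always called active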
Lipid droplet cells 6.5 µM: further read-out of Lipid droplet, marked with its call; cell count; measured here: cell count, cytotoxicity flag;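 cells counted across two imaged fields per well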
T cell HTS vesicle-bound %: further read-out of T cell HTS, marked with its call; double positive events, %; measured here: CD8+ vesicle-bound cell fraction;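 binding gate set so that unloaded-vesicle control wells show 10% double positive cells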
NTR1 ag cell count 20 µM: also measured in NTR1 ag; calls as there; cell count; measured here: cell count, cytotoxicity flag
The depositor's hits bear a star; i = inactive; ? = inconclusive; · = not tested or not shown; + = active, no number.

1: CS(=O)(=O)c1ccccc1C(=O)Nc1cc(Cl)ccc1-n1cncn1
2: S=C(NCCc1c[nH]c2ccccc12)NC1CCCC1
3: O=C(NCCN1CCOCC1)/C(=C\c1ccc(Br)cc1)NC(=O)c1cccs1
4: CCN(CC)c1nc(C)c(C(=S)Nc2cc([N+](=O)[O-])ccc2Cl)s1
5: Cc1ccccc1NC(=O)CN1C(=O)N/C(=C\c2ccccc2OCc2ccc(C(=O)O)cc2)C1=O
6: Cc1onc(-c2c(F)cccc2Cl)c1C(=O)Nc1sc2c(c1C#N)CCC(C(C)(C)C)C2 (stereo not given)
7: CCOC(=O)C1(C)NC(c2ccc(N(C)C)cc2)C2C(=O)N(c3ccc(OC)cc3)C(=O)C21 (stereo not given)
8: COc1cccc(-n2cnc3sc(-c4ccccc4)cc3c2=O)c1
9: CNC(=O)C1CC(=O)N(c2ccc(OCC(=O)NCc3ccccc3)cc2)C1 (stereo not given)
10: Cc1cccc(-c2c3c(=O)n(C)c(=O)n(C)c3cn2CC2CCCO2)c1 (stereo not given)
Assay by compound	1	2	3	4	5	6	7	8	9	10
SV40 large T antigen	11%	30%	2%	14%	8%	23%	6%	13%	1%	19%
GPR55 beta-arrestin	·	0.3%	1.0%	0.5%	0.0%	-0.1%	0.3%	·	0.7%	-0.1%
T cell HTS vesicle-bound %	40	43	36	39	25	5	30	13	24	56
Lipid droplet cells 6.5 µM	·	663	604	678	793	754	·	·	841	·
T cell HTS	i	i	i	i	i	i	i	i	i	i
NTR1 ag	1.3	0.1	-0.9	-0.7	·	3.5	-2.1	3.5	0.7	-1.2
LYP phosphatase	·	-5%	-1%	-4%	9%	7%	-5%	·	-11%	-9%
GPR55 LPI antagonism	·	-7%	4%	13%	6%	14%	7%	·	-10%	7%
MgcRacGAP inhibition	-1%	19%	6%	3%	8%	-4%	-2%	7%	6%	11%
NTR1 ag cell count 20 µM	56	70	60	50	·	66	86	81	45	43
GPR35 arrestin U2OS	·	2%	-2%	-8%	-16%	0%	5%	·	-2%	7%
Lipid droplet	·	24	0	-8	-2	5	·	·	-39	·

11: O=C(O)CNS(=O)(=O)c1ccc2[nH]c(=O)c(=O)[nH]c2c1
12: Oc1ccc(N2CCN(c3nnnn3-c3ccccc3)CC2)cc1
13: Cc1cc(C(=O)Nc2ccc(Cl)cc2)on1
14: CN(C)c1cc[n+](CC(=O)Nc2ccc(Oc3ccccc3)cc2)cc1
15: CN(C)S(=O)(=O)c1cccc(NC(=O)c2cc(-c3cccs3)nn2-c2ccccc2)c1
16: N#Cc1ccc(N/N=C/c2ccccc2)c([N+](=O)[O-])c1
17: CC(C)CC1=NC(C(F)(F)F)(C(F)(F)F)c2c(n(CC(C)C)c(=O)[nH]c2=O)N1
18: c1ccc(-c2nc(CSc3n[nH]c(-c4cccs4)n3)cs2)cc1
19: O=C(COc1ccccc1Cl)NCCCNC(=O)c1cccnc1
20: O=C(Nc1ccccn1)NC1CCCCC1
Assay by compound	11	12	13	14	15	16	17	18	19	20
SV40 large T antigen	2%	?	18%	6%	17%	3%	8%	19%	1%	3%
GPR55 beta-arrestin	-0.2%	0.8%	0.0%	0.5%	0.3%	-0.2%	-0.1%	-0.1%	-0.2%	-0.1%
T cell HTS vesicle-bound %	34	39	22	62	37	47	16	23	24	26
Lipid droplet cells 6.5 µM	658	587	821	695	595	701	614	·	758	789
T cell HTS	i	i	i	i	i	i	i	i	i	i
NTR1 ag	0.0	2.2	-1.8	0.0	1.1	1.2	1.0	7.6	-0.7	0.1
LYP phosphatase	-5%	-1%	-4%	0%	2%	-8%	-6%	-5%	-12%	-7%
GPR55 LPI antagonism	14%	10%	3%	0%	10%	5%	-7%	-3%	11%	-3%
MgcRacGAP inhibition	-1%	?	12%	6%	6%	3%	8%	2%	2%	-2%
NTR1 ag cell count 20 µM	59	22	61	26	52	63	45	82	46	37
GPR35 arrestin U2OS	-12%	-7%	16%	0%	15%	5%	-14%	5%	-3%	1%
Lipid droplet	3	-23	-3	19	37	22	4	·	-6	0

21: O=C(CCC1CCCC1)Nc1ccc(OCC(=O)N2CCOCC2)cc1
22: Cc1cc(=O)oc2cc(OCC(=O)N3CCN(c4ccc(F)cc4)CC3)c(Cl)cc12
23: CCOC(=O)c1sc(NC(=O)C2CCC2)cc1C
24: CN1CCN(C(=O)/C(=C/c2cn(C)c3ccccc23)NC(=O)c2ccccc2)CC1
25: CCNC(=S)N1CCN(CCN=CC2=C(O)CC(C)(C)CC2=O)CC1
26: Cc1ccc(S(=O)(=O)C2(C(=O)Nc3nccs3)CC2)cc1
27: COc1ccc(C2CC(=O)c3c(O)cc(O)cc3O2)c(CC=C(C)C)c1OC (stereo not given)
28: OCc1ccccc1N=Cc1cccnc1
29: O=C(c1cc(-c2ccccc2)on1)N1CCN(c2ccccc2)CC1
30: COc1c(Br)cc2c(C)c(C(=O)O)oc2c1Br
Assay by compound	21	22	23	24	25	26	27	28	29	30
SV40 large T antigen	11%	9%	12%	6%	12%	-1%	3%	7%	10%	13%
GPR55 beta-arrestin	-0.4%	-0.2%	?	0.2%	-0.1%	-0.1%	·	-0.1%	0.3%	0.5%
T cell HTS vesicle-bound %	44	47	58	16	20	47	27	18	63	28
Lipid droplet cells 6.5 µM	721	722	707	735	686	700	·	824	851	748
T cell HTS	i	i	i	i	i	i	i	i	i	i
NTR1 ag	-0.3	0.7	-0.6	-0.6	-0.3	0.0	23	1.0	2.6	1.5
LYP phosphatase	-9%	-6%	-2%	-6%	-2%	2%	·	-8%	8%	-6%
GPR55 LPI antagonism	1%	13%	-3%	-11%	12%	0%	·	9%	0%	4%
MgcRacGAP inhibition	10%	-52%	-6%	12%	-2%	-1%	-3%	6%	7%	3%
NTR1 ag cell count 20 µM	95	53	100	52	76	77	99	42	58	65
GPR35 arrestin U2OS	-6%	1%	-5%	-6%	-8%	-17%	·	7%	-9%	4%
Lipid droplet	34	0	2	-9	11	-5	·	18	5	-10

31: Cc1nc2ccc(C(=O)OCc3ccccc3Br)cc2nc1C
32: O=C(/C=C/NCC(=O)c1ccccc1)c1ccc(Br)cc1
33: N#CC1=C(N)Oc2n[nH]c(-c3cccs3)c2C1c1ccccc1C(=O)O (stereo not given)
34: O=C(N/N=C/c1ccc(OCc2ccccc2)cc1)c1cccs1
35: Fc1cccc(/C=N/Nc2ccc3ccccc3n2)c1
36: COc1ccc(N2C(=O)C3CCCN3C2c2cccc(C)c2)cc1Cl (stereo not given)
37: O=C(COc1ccccc1Cl)Nc1ccccc1C(=O)Nc1cccc(C(=O)O)c1
38: O=C(CSc1nnnn1-c1ccccc1)N1CCc2ccccc2C1
39: C=CCn1c(SCc2ccccc2C#N)nnc1-c1cc(Br)ccc1O
40: O=C(Nc1ccccc1Sc1ccccc1)c1ccccc1
41: COc1ccc(S(=O)(=O)N(CC(=O)NCc2cccnc2)Cc2ccccc2)cc1
42: COc1cc(CO)cc(Br)c1OCC(=O)Nc1cccc2ccccc12
Assay by compound	31	32	33	34	35	36	37	38	39	40	41	42
SV40 large T antigen	18%	6%	35%	6%	-9%	0%	8%	10%	6%	16%	2%	-1%
GPR55 beta-arrestin	-0.2%	0.3%	1.4%	-0.1%	0.2%	-0.2%	-0.2%	-0.1%	-0.1%	0.2%	-0.2%	-0.1%
T cell HTS vesicle-bound %	21	40	24	3.6*	44	18	17	27	6	31	42	16
Lipid droplet cells 6.5 µM	·	679	708	·	669	677	657	709	703	820	732	668
T cell HTS	i	i	i	+	i	i	i	i	i	i	i	i
NTR1 ag	3.0	-0.6	-0.8	7.6	5.8	-2.2	1.2	1.6	1.1	-0.8	2.2	8.5
LYP phosphatase	6%	5%	-4%	-4%	-2%	2%	-7%	-12%	1%	-6%	-5%	-3%
GPR55 LPI antagonism	14%	0%	12%	4%	7%	-10%	4%	10%	6%	6%	10%	11%
MgcRacGAP inhibition	11%	2%	6%	5%	6%	13%	7%	8%	15%	2%	4%	7%
NTR1 ag cell count 20 µM	51	77	67	74	39	80	68	76	73	103	47	55
GPR35 arrestin U2OS	8%	-8%	-6%	-7%	5%	-3%	-4%	-1%	15%	4%	11%	-3%
Lipid droplet	·	14	-1	·	-2	-5	38	5	28	9	14	17

Some of these compounds in order of SMILES length, lowest first:
35: Fc1cccc(/C=N/Nc2ccc3ccccc3n2)c1
39: C=CCn1c(SCc2ccccc2C#N)nnc1-c1cc(Br)ccc1O
41: COc1ccc(S(=O)(=O)N(CC(=O)NCc2cccnc2)Cc2ccccc2)cc1
Assay by compound	35	39	41
SV40 large T antigen	-9%	6%	2%
GPR55 beta-arrestin	0.2%	-0.1%	-0.2%
T cell HTS vesicle-bound %	44	6	42
Lipid droplet cells 6.5 µM	669	703	732
T cell HTS	i	i	i
NTR1 ag	5.8	1.1	2.2
LYP phosphatase	-2%	1%	-5%
GPR55 LPI antagonism	7%	6%	10%
MgcRacGAP inhibition	6%	15%	4%
NTR1 ag cell count 20 µM	39	73	47
GPR35 arrestin U2OS	5%	15%	11%
Lipid droplet	-2	28	14
